CHRM5 PAM – positive allosteric modulators of human muscarinic M5 receptor. 0.3% of 360,000 active. activation, % at 3 µM. AID 624038. CHO-K1 hM5, Fluo-8 calcium, ACh EC20 PAM; 0% = ACh EC20, 100% = ACh EC100. P08912;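 active = activation above the run cutoff, the mean activation of all test compounds plus 3 SD, cut at about 18% in these data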
Target sequence (P08912 whole entry, looked up): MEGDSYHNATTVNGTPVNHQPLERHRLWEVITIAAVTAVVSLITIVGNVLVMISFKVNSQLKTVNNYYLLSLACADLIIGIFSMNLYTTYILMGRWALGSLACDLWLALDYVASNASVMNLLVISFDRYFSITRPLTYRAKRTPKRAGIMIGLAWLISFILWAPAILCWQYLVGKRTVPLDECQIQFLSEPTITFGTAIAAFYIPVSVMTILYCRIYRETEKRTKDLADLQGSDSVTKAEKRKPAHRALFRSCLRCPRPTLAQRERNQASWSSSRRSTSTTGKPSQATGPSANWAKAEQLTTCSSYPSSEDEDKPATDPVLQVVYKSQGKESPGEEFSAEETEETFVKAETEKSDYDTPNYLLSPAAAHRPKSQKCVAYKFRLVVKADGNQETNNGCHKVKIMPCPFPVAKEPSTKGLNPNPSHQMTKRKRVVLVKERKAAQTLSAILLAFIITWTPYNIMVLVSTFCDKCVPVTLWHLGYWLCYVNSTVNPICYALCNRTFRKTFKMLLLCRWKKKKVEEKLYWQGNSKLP
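Measured by: Fluo-8 calcium fluorescence; material: human M5 receptor in CHO-K1 cells; schedule: Post-acetylcholine fluorescence recording 140 s; benchmarks: low control EC20 acetylcholine (0%), high control EC100 acetylcholine (100%); read-out: Max/basal fluorescence ratio as % of EC20–EC100 ACh window; compound: single dose, 3 µM nominal final test concentration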
M4 antag – blocks acetylcholine activation of human M4 receptor; P08173; CHO-hM4 cells, ACh EC80, Fluo-8 calcium fluorescence; inhibition, % at 3 µM; 0.73% of 360,000 active; AID 624125;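 active = inhibition above its plate's cutoff, the mean inhibition of sample wells plus 3 SD, cut at about 27% in these data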;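 also: 0% = acetylcholine EC80 with DMSO and 100% = DMSO without agonist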
Target sequence (P08173 whole entry, looked up): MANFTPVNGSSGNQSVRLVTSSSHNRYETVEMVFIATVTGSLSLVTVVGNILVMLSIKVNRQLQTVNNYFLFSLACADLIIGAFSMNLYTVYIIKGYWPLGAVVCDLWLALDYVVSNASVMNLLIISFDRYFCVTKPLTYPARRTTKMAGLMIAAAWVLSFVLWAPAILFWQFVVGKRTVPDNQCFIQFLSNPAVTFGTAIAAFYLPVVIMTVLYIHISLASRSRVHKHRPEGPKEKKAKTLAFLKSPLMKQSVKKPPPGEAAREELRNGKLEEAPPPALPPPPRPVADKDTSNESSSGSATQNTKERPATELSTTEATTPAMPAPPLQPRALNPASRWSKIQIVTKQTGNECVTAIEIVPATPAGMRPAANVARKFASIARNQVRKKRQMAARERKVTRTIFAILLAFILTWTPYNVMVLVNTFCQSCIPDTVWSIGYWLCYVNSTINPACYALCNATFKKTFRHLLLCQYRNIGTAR
CRFBP-R2 agonist – CRF-BP/CRF-R2 complex agonism. HEK293 CRF-R2/CRF-BP, calcium dye fluorescence (FLIPR); percent of saturating CRF peptide response. activation, % at 13.2 µM. 0.46% of 350,000 active;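 active = activation of at least 50%, plus an integration ratio under a set limit after plate pattern correction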;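 also: plate controls were neutral control wells without compound for no effect and CRF at EC100 for full effect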
M5 antag – blocks acetylcholine activation of human M5 receptor. P08912. CHO-hM5 cells, Fluo-8 calcium fluorescence, ACh EC80. inhibition, % at 3 µM. 0.59% of 360,000 active. AID 624040;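 active = inhibition above a per-plate cutoff, the mean of that plate's test compounds plus 3 SD, cut at about 27% in these data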;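 also: 0% = acetylcholine EC80 with DMSO and 100% = DMSO without agonist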
IDE cell inh – inhibitors of human insulin-degrading enzyme in cells; HEK cells, FAbetaB cleavage, fluorescence polarization; inhibition, % at 5.59 µM; 0.41% of 320,000 active; AID 434962;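 active = percent inhibition above the average of all tested compounds plus 3 SD, set per screening campaign, cut at about 16% in these data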;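 also: IDE supplied by intact live HEK cells; FP after avidin binding of uncleaved biotin substrate so inhibition keeps polarization high; 0% = DMSO wells and 100% = 60 µM reference IDE inhibitor Ii1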
CRFBP-R2 block – CRF-BP/CRF-R2 complex antagonism. 0.59% of 350,000 active. inhibition, % at 11.8 µM. HEK293 CRF-R2/CRF-BP, CRF-induced calcium fluorescence;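 active = inhibition of the ligand-induced calcium signal above about 50% at the single tested concentration, limit read from the data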
CHRM4 agonist – agonists of human muscarinic M4 receptor (CHRM4). P08173. CHO-K1 hM4/Gqi5, Fluo-8 calcium fluorescence; vehicle 0%, full acetylcholine response 100%. activation, % at 3 µM. 0.14% of 360,000 active;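 active = activation above the run mean over all test wells plus 3 SD, cut at about 32% in these data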;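 also: peak over basal fluorescence ratio per well then scaled between controls; 0% = DMSO wells and 100% = acetylcholine at EC100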
CHRM5 agonist – agonists of human muscarinic M5 receptor (CHRM5). P08912. CHO-K1 hM5 cells, Fluo-8 calcium fluorescence; 0% DMSO wells, 100% maximal acetylcholine response. activation, % at 3 µM. 0.19% of 360,000 active. AID 624037;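 active = activation above the run's mean over test compounds plus 3 SD, cut at about 23% in these data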;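 also: signal is peak over basal fluorescence ratio across the kinetic read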
M4 PAM – potentiates acetylcholine response at human M4 receptor | P08173 | CHO-K1 hM4/Gqi5, Fluo-8 calcium fluorescence, ACh EC20; 0% = ACh EC20, 100% = maximal ACh | activation, % at 3 µM | 0.4% of 360,000 active;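 active = activation above its plate's cutoff, the mean activation of sample wells plus 3 SD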; also: some results filed as inactive read as strong as hits
* hit, by the source's call; / = not tested or not shown.

SMILES | CHRM5 PAM | M4 antag | CRFBP-R2 agonist | M5 antag | IDE cell inh | CRFBP-R2 block | CHRM4 agonist | CHRM5 agonist | M4 PAM
c1ccc2[nH]c3cc4ncnc4cc3nc2c1 | -4 | 5 | 28 | 8 | -5 | -21 | 1 | 0 | 9
Cc1c(N=C2SCC(=O)N2/N=C\c2ccc(Br)cc2)c(=O)n(-c2ccccc2)n1C | 2 | -11 | -1.3 | -4 | -1 | 11 | 0 | -6 | 6
O=C1C(Cl)=C(NCCN2CCCCC2)C(=O)c2ccccc21 | 0 | 7 | 0.9 | 7 | -1 | 24 | 1 | -3 | -6
O=S(=O)(Nc1cccc(S(=O)(=O)N2CCCC2)c1)c1cccc(Br)c1 | -9 | 4 | -1.0 | 15 | 0 | 7 | 2 | 2 | 4
CS(=O)(=O)N1CCN(c2ccccc2NC(=O)c2cccnc2)CC1 | 0 | 3 | -0.8 | -3 | 1 | 6 | 1 | 1 | 8
O=C(NCc1cccc(F)c1F)C1CCC(=O)N(C2CC2)C1 (stereo unspecified) | -2 | -10 | -0.4 | 9 | 0 | 0 | 0 | -4 | 5
COc1cc2oc3ccc(C#Cc4ccc(N)cc4)cc3c(=O)c2cc1OC | 10 | -9 | -1.1 | -1 | 3 | -1 | 12 | 4 | -5
O=C1OC(/C=C/c2ccc(Cl)cc2Cl)=NC/1=C\c1cccs1 | 4 | 8 | 4.5 | -1 | 3 | -14 | 0 | 0 | -8
COCCCN(Cc1ccccn1)S(=O)(=O)Cc1ccccc1 | 1 | -2 | 0.2 | 0 | 1 | -1 | 0 | -1 | 0
Cc1ccc(/C=C2\SC(=S)N(CCCC(=O)Nc3cccnc3)C2=O)cc1 | 0 | -8 | 3.6 | -3 | 1 | -15 | 1 | 0 | 0
Cc1cccc(C(C)C)c1NC(=O)C(C)OC(=O)Cc1n[nH]c(=O)c2ccccc12 (stereo unspecified) | 3 | 8 | -0.5 | 4 | 2 | -7 | -1 | -2 | -5
C[C@@H]1CN([C@H](C)CO)S(=O)(=O)c2ccc(Br)cc2O[C@H]1CN(C)C(=O)C1CCCCC1 | -5 | 1 | 1.4 | 12 | / | -6 | 1 | 0 | 0
CC1(C(=O)N2CCN(c3ccc([N+](=O)[O-])cc3)CC2)CC1(Cl)Cl (stereo unspecified) | -12 | 1 | 2.0 | 13 | 1 | 1 | 13 | 0 | -8
C[C@H]1CC[C@]2(O[C@@H](CCO)C[C@H](O)[C@H]2O)O1 | -16 | -7 | -0.5 | 20 | -5 | 2 | 1 | -3 | -1
CC1(C(=O)NS(=O)(=O)c2cccc(F)c2)CCN1C(=O)CC1CCCC1 (stereo unspecified) | 4 | -18 | / | 3 | / | / | 1 | -1 | 14
Cc1cc(C)cc(NS(=O)(=O)c2ccc3c(c2)c(=O)n(C)c(=O)n3C)c1 | -2 | -4 | -0.3 | 4 | 4 | -21 | 3 | 5 | 3
COc1ccc(C(=O)N/N=C/C(=O)c2ccccc2)cc1 | -10 | 5 | 0.4 | 15 | / | -9 | 12 | 0 | -6
CC(=O)Nc1ccc2c(c1)nc(CCN1CCN(c3ccccn3)CC1)n2C | 2 | 3 | 1.8 | 1 | / | -7 | 1 | -3 | 1
Cc1ccc(C(=O)OCC(=O)Nc2ccccc2)cc1S(=O)(=O)N1CCCCC1 | -4 | -3 | 1.1 | 9 | 0 | -4 | 7 | 2 | 2
Cn1cc([N+](=O)[O-])c(C(=O)NC2CCCCCCC2)n1 | 6 | 8 | / | -6 | 4 | / | 4 | -3 | 5
COC(=O)[C@]12CCCCC=C1N(Cc1ccco1)C(=O)[C@H](CC(=O)NCc1ccccc1)C2 | -1 | -10 | / | -4 | / | / | 8 | 4 | 10
CCN1CCN(c2cc(C)c3cc(NC(=S)N4CCN(c5ccccc5F)CC4)ccc3n2)CC1 | -5 | -4 | -2.7 | 12 | 0 | -7 | 1 | -4 | 9
Nc1nc(SCC(=O)NC2CCCCC2)n[nH]1 | 6 | -2 | -0.9 | -7 | -5 | -4 | 1 | 0 | -1
CCn1c(SC)nnc1C1CCCN(CC(=O)Nc2ccccc2N2CCOCC2)C1 (stereo unspecified) | -1 | 16 | 0.4 | 8 | -1 | 5 | 0 | -4 | -7

Individual results from the results shown:
Entry of CCn1c(SC)nnc1C1CCCN(CC(=O)Nc2ccccc2N2CCOCC2)C1 (stereo unspecified) under IDE cell inh: -1
Entry of CC(=O)Nc1ccc2c(c1)nc(CCN1CCN(c3ccccn3)CC1)n2C under CHRM5 agonist: -3

Later entries:
SMILES | CHRM5 PAM | M4 antag | CRFBP-R2 agonist | M5 antag | IDE cell inh | CRFBP-R2 block | CHRM4 agonist | CHRM5 agonist | M4 PAM
C=CCn1c(=NC(=O)C2COc3ccccc3O2)sc2cc(S(N)(=O)=O)ccc21 (stereo unspecified) | -10 | 12 | -0.4 | 11 | 6 | -20 | 17 | 3 | -22
CC1(C)CC(=O)C=C(Nc2ccc(C(=O)O)cc2)C1 | -6 | 6 | 1.5 | 1 | -3 | 3 | 1 | -1 | -1
Cc1nc2[nH]onc2c2nccc(=O)c12 | 7 | 0 | 2.0 | -12 | 6 | -2 | -1 | -1 | 3
Clc1ccc(/C=N/Nc2nnc(-c3ncc[nH]3)c3ccccc23)cc1 | 2 | 11 | -1.5 | -2 | -6 | -22 | 1 | -2 | -4
CCOc1c2ccc(C(=O)NCc3cc(C(F)(F)F)cc(C(F)(F)F)c3)cc2nn1CCOC | -1 | -2 | -0.8 | 6 | 3 | 6 | -1 | -4 | 5
Cc1csc(NC(=O)c2nc(-c3ccccc3)n(-c3ccccc3)n2)n1 | -1 | 1 | -0.7 | 3 | -1 | -21 | 2 | 0 | -2
COc1cc(NS(=O)(=O)c2ccc(N/C=C\C(=O)c3ccc(OC)c(OC)c3)cc2)nc(OC)n1 | 3 | 3 | 0.1 | -5 | 9 | -2 | 0 | -2 | -2
CC(C)OCCCNc1nc2c([nH]1)c(=O)n(C)c(=O)n2C | -7 | 3 | -0.9 | 2 | -6 | 8 | 2 | 0 | 5
COCCn1c(SCC(=O)Nc2ccc(C)cc2)nc2c(oc3ccccc32)c1=O | -1 | 2 | 1.5 | 4 | 6 | -5 | 0 | -1 | -3
O=C(CCc1ccccc1)Nc1ccc(NC(=O)c2ccco2)cc1 | -1 | 1 | -1.5 | 8 | 5 | -8 | 9 | 4 | -2
COc1ccc2cc(C(=O)CS(=O)(=O)c3ccccc3)c(=O)oc2c1 | 6 | -1 | -0.4 | 3 | -4 | -6 | 1 | -2 | 13
Cc1ccc(S(=O)(=O)N2CCOC2CNC(=O)C(=O)NCCc2ccc(S(N)(=O)=O)cc2)cc1 (stereo unspecified) | 4 | 5 | 1.2 | 2 | 1 | -3 | 0 | 1 | 3
O=C1Nc2ccccc2N=C(c2ccccc2)C1N(C(=O)c1ccnc2ccccc12)c1ccccc1 (stereo unspecified) | -4 | -8 | / | 8 | / | / | 5 | 2 | -1
Cc1c(C(=O)N2CCN(c3ccccn3)CC2)oc2ccccc12 | -9 | 4 | -1.8 | 6 | -4 | -18 | 9 | 0 | -2
CN1CCN(S(=O)(=O)c2ccc(N3CCN(C(=O)c4ccccc4)CC3)nc2)CC1 | -5 | 9 | -1.4 | 13 | 5 | 40 | 2 | -1 | -3
S=C(NCCCCNC(=S)NCc1ccccc1)NCc1ccccc1 | -4 | 1 | -0.7 | 15 | -1 | 0 | 8 | 4 | -5
COc1ccc(-c2oc3ccccc3c(=O)c2OC(C)=O)cc1 | 0 | -2 | -2.7 | 9 | 10 | 18 | 1 | -1 | 2
O=C1NC[C@H](Cc2ccccc2)N(C[C@H]2CCCN2C[C@H](Cc2ccccc2)N2C[C@H](Cc3ccc(O)cc3)N(CC3CCCCCC3)C(=O)C2=O)C1=O | 3 | 2 | 0.5 | -10 | / | 9 | 0 | 0 | 0
Cc1ccc(C(=O)N2CCOCC2)cc1S(=O)(=O)N1CCCCC1 | -3 | -9 | 1.9 | 0 | 9 | 4 | 0 | -4 | 4
CCn1cc(C(=O)NCCCOC)c(=O)c2cc(S(=O)(=O)N3CCCC3)ccc21 | 5 | 0 | 0.9 | -12 | -2 | -11 | 1 | -3 | 1
O=C(O)c1cccc(N/N=C/c2cccs2)c1 | 2 | -1 | 3.4 | 1 | -1 | 19 | 1 | -2 | 1
Cc1ccnc(NS(=O)(=O)c2ccc(NC(=O)CN3C(=O)CCC3=O)cc2)n1 | -6 | 3 | -2.3 | -2 | 10 | -10 | 0 | -2 | 1
CN(CC(=O)N1CCc2ccccc21)S(=O)(=O)c1cccc2cccnc12 | -12 | -2 | -1.2 | 3 | 0 | 12 | 14 | 0 | -4
COc1ccccc1C(=O)NCCNc1nc2cc(C)cc(C)c2cc1C#N | 2 | -6 | -0.1 | -2 | 1 | 21 | 1 | 3 | 2
COC(=O)c1cc(NC(=O)c2ccco2)ccc1N1CCOCC1 | -4 | 0 | 1.3 | 7 | -2 | 1 | 2 | 2 | -3
Cn1c(SCC(=O)OC2CCCCC2)nnc1-c1ccco1 | 4 | -12 | 2.0 | 1 | 19* | -1 | 0 | 0 | 5
CC(C)(CO)CN1CCC(n2nccc2NC(=O)C2CCOC2)CC1 (stereo unspecified) | 2 | -12 | 0.5 | -5 | / | -5 | 0 | -1 | -2
CCCCCC(=O)N1CCN(S(=O)(=O)c2ccc3c(c2)OCCO3)CC1 | -1 | 4 | -1.0 | 14 | -2 | 7 | 1 | -4 | 1

Compounds from the list above containing an NH in an aromatic ring (six):
SMILES | CHRM5 PAM | M4 antag | CRFBP-R2 agonist | M5 antag | IDE cell inh | CRFBP-R2 block | CHRM4 agonist | CHRM5 agonist | M4 PAM
c1ccc2[nH]c3cc4ncnc4cc3nc2c1 | -4 | 5 | 28 | 8 | -5 | -21 | 1 | 0 | 9
Cc1cccc(C(C)C)c1NC(=O)C(C)OC(=O)Cc1n[nH]c(=O)c2ccccc12 (stereo unspecified) | 3 | 8 | -0.5 | 4 | 2 | -7 | -1 | -2 | -5
Nc1nc(SCC(=O)NC2CCCCC2)n[nH]1 | 6 | -2 | -0.9 | -7 | -5 | -4 | 1 | 0 | -1
Cc1nc2[nH]onc2c2nccc(=O)c12 | 7 | 0 | 2.0 | -12 | 6 | -2 | -1 | -1 | 3
Clc1ccc(/C=N/Nc2nnc(-c3ncc[nH]3)c3ccccc23)cc1 | 2 | 11 | -1.5 | -2 | -6 | -22 | 1 | -2 | -4
CC(C)OCCCNc1nc2c([nH]1)c(=O)n(C)c(=O)n2C | -7 | 3 | -0.9 | 2 | -6 | 8 | 2 | 0 | 5

Screening data as filed in PubChem BioAssay.
